Screening results (PubChem BioAssay)
GPR55 LPI antagonism – inhibition of LPI-stimulated GPR55 beta-arrestin translocation – imaging, U2OS, beta-arrestin-GFP, LPI agonist, primary screen (AID 2013); one-dose inhibition, % at 10 µM; IC50 in µM for titrated hits; U2OS GPR55 beta-arrestin-GFP translocation imaging, LPI antagonism; higher % means a stronger effect; 0.13% of 290,000 active;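 active = spots per cell inhibited over 60%, with over 100 cells counted and total cytoplasm intensity under 500,000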;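 note: U2OS cells stably carrying GPR55 and arrestin-GFP stimulated by 5 µM LPI near EC80; imaged beta-arrestin-GFP aggregate spots per cell after agonist stimulation; plate controls were LPI-stimulated DMSO wells for no effect and DMSO wells without LPI for full effect; some results filed as inactive read as strong as hits; confirmed hits need IC50 under 10 µM and bright autofluorescent wells are also inconclusive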
UTI89 phage lysis – inhibition of K1F phage lysis, E. coli UTI89, bacterial capsule biogenesis inhibitors, alamar blue (AID 488966); 0.02% of 340,000 active; E. coli UTI89 K1F phage lysis, alamar blue, 2 h; higher % means a stronger effect; inhibition, % at 100 µM, or IC50 in µM where a hit was titrated;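 active = phage lysis inhibition, versus mean bacterial control, above a set limit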;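 note: capsule biogenesis inhibitors block K1F phage lysis so surviving cells raise fluorescence; higher fluorescence means more inhibition of phage lysis; actives were called in the ten point dose series up to 300 µM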
Rac1 GTP hydrolysis – MgcRacGAP GTPase-activating activity inhibitors, confirmation, biochemical, ADP Hunter fluorescence; MgcRacGAP-stimulated Rac1 GTP hydrolysis, ADP Hunter fluorescence; higher % means a stronger effect; GST-tagged Rac1 F28L mutant substrate; inhibition, % at 30 µM; hits with a dose series show IC50 in µM; 0.6% of 340,000 active;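 active = first-screen hits whose inhibition reached a set limit at any dose in the follow-up dose series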;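 note: fluorescence reports GDP produced by GAP-driven GTP hydrolysis; strong numbers were not always called active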
GPR55 beta-arrestin – GPR55 agonists via beta-arrestin recruitment, primary screen, imaging, U2OS cells, beta-arrestin-GFP redistribution (AID 1961). U2OS GPR55 beta-arrestin-GFP redistribution imaging; higher % means a stronger effect. activation, % at 10 µM; hits with a dose series show EC50 in µM. 0.048% of 290,000 active;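 active = activation above 40% with more than 50 cells counted in the well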;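 note: U2OS osteosarcoma cells stably expressing GPR55 and beta-arrestin-GFP; plate controls were DMSO negative control for no effect and LPI positive control for full effect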
GPR35 arrestin U2OS – GPR35 antagonists blocking zaprinast-driven arrestin recruitment, primary screen, imaging, U2OS, beta-arrestin-GFP, zaprinast agonist (AID 2058); inhibition, % at 10 µM; hits with a dose series show IC50 in µM; U2OS GPR35 beta-arrestin-GFP translocation imaging, zaprinast antagonism; higher % means a stronger effect; 0.052% of 290,000 active;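 active = inhibition of at least 50% with at least 30 cells and total cytoplasm GFP at most 10,000,000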
NOD1 NF-kB reporter – NOD1 signaling inhibitors, primary screen, cell-based, luminescence, uHTS (AID 1578); NOD1-driven NF-kB luciferase reporter cells, luminescence; higher % means a stronger effect; inhibition, % at 4 µM, or EC50 in µM where a hit was titrated; 1% of 290,000 active; in the data active = inhibition mostly above about 36%, no sharp cut-off; inactive = mostly below about 34%;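 note: HEK-293T reporter cells stimulated with the NOD1 agonist gamma-tri-DAP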
NTR1 ag – NTR1-driven beta-arrestin-GFP spot formation – imaging, U2OS cells, high content, primary screen (AID 493036); P30989; agonist mode; activation, % at 20 µM; 0.17% of 330,000 active;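 active = activation at or above 40% of the spot to cytoplasm intensity ratio, with at least 20 cells analyzed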;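 note: 0% = DMSO without peptide and 100% = 100 nM NTR1 peptide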
Target sequence (P30989 whole entry, looked up): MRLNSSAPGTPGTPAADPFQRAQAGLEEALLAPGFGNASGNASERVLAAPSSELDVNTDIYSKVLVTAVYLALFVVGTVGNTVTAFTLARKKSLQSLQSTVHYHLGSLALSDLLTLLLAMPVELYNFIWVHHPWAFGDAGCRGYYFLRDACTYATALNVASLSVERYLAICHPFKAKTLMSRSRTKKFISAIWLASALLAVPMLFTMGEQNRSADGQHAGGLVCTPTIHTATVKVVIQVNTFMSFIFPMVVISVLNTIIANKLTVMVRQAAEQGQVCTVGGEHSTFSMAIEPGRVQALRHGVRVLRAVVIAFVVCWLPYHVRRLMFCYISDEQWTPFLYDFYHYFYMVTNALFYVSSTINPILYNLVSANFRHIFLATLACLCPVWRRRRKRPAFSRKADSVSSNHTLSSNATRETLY
KOR beta-arrestin-1 – KOR agonists, beta-arrestin recruitment, primary screen, cell-based, luminescence, uHTS (AID 1777). KOR beta-arrestin recruitment, luminescence; higher % means a stronger effect. 0.02% of 280,000 active. activation, % at 10 µM; hits with a dose series show EC50 in µM; in the data active = activation above about 50%, passing the limit was not always enough; note: a part of the inactive calls stands beside numbers as strong as those of hits
KOR beta-arrestin-2 – KOR antagonists, beta-arrestin recruitment, cell-based, luminescence, uHTS (AID 1778); KOR beta-arrestin recruitment, luminescence, antagonist mode; higher % means a stronger effect; one-dose inhibition, % at 10 µM; IC50 in µM for titrated hits; 0.091% of 290,000 active; in the data active = inhibition above about 50%; note: strong numbers were not always called active
NTR1 ag cell count 20 µM – second read-out of NTR1 ag, no call of its own (marks repeat the call); cell count; measured here: cell count, cytotoxicity flag
An asterisk follows results filed as active; . = not tested or not shown; [ ] = dose if it differs, or a comment. Some of the compounds tested. The share of hits here may be higher or lower than overall.

#	SMILES	GPR35 arrestin U2OS	NTR1 ag	KOR beta-arrestin-2	Rac1 GTP hydrolysis	GPR55 LPI antagonism	GPR55 beta-arrestin	KOR beta-arrestin-1	NOD1 NF-kB reporter	UTI89 phage lysis	NTR1 ag cell count 20 µM
1	COC(=O)Cn1c(-c2ccc(OC)cc2)c(-c2ccc(OC)cc2)nnc1=O	-5%	1.0	-32%[20 µM]	7%	-1%	-0.2%	.	5%	1.6%	48
2	COc1cc(NC(=S)N2CCN(S(=O)(=O)c3ccccc3)CC2)cc(OC)c1	-8%	0.0	15%	7%	-1%	-0.1%	0.2%	-42%	0.8%[50 µM]	78
3	CC1(C)CC2CC(C)(CN2c2ncnc3ccccc23)C1 (stereo not drawn)	19%	1.0	11%	-1%	4%	-0.1%	-4.5%	0%	7.4%	55
4	COc1ccc(CNC(=O)c2cccc(C)c2[N+](=O)[O-])cc1	-2%	-2.7	30%	0%	10%	-0.1%	-0.7%	3%	1.1%	50
5	O=C(CCOc1ccccc1)Nc1cccc([N+](=O)[O-])c1	6%	-0.3	23%	7%	9%	0.2%	-3.3%	-10%	0.1%	87
6	CCC(C)N(C(=O)COC(=O)c1cn(CC)c2nc(C)ccc2c1=O)C1CCS(=O)(=O)C1 (stereo not drawn)	1%	2.1	-35%	3%	0%	0.2%	4.9%	4%	0.2%	90
7	Cc1ccc(NC(=O)CC(C)N2CCCC2)cc1 (stereo not drawn)	12%	0.0	19%	7%	-4%	0.2%	-6.6%	37%	2.2%	50
8	N#Cc1cn(CCOC(=O)c2cccc(C(F)(F)F)c2)c(=O)[nH]c1=O	-1%	3.1	0%	5%	-3%	0.1%	-4.0%	-35%	1.8%	45
9	Clc1ccccc1/C=C/c1nc(-c2cccnc2)no1	-3%	5.7	24%	12%	4%	-0.3%	0.1%	-2%	0.1%	52
10	C/C(CC(=O)Nc1cc(C)ccn1)=N\NC(=O)c1ccncc1	7%	-0.9	-2%	-2%	-1%	-0.4%	-1.1%	-19%	-0.1%	60
11	CC(C)C1CC(CCNCc2ccc3c(c2)OCO3)(c2ccccc2)CCO1 (stereo not drawn)	-13%	6.7	22%	10%	17%	-0.1%	-1.9%	0%	0.5%	64
12	Cc1ccc(NC(=O)CSc2nnc(N)s2)c([N+](=O)[O-])c1	48%	-1.1	-6%	8%	6%	-1.1%	1.9%	-34%	-0.1%	44
13	O=C(O)COc1ccccc1/C=N/NC(=O)CSc1nc2ccccc2s1	3%	1.6	38%	-8%	-15%	-0.1%	7.0%	-3%	-0.4%	71
14	CC(=O)N1CC(C)Oc2ccc(S(=O)(=O)NC(CC(=O)O)c3ccc(C)cc3C)cc21 (stereo not drawn)	20%	-0.4	0%	0%	-4%	-0.1%	-2.0%	-8%	0.4%	53
15	CC(=O)Nc1ccc(-c2csc(N/N=C(/C)c3ccccc3)n2)cc1	-2%	12	17%	7%	3%	0.3%	-2.3%	-4%	0.2%	63
16	CN1CCN(C(=O)CN(C)S(=O)(=O)c2cc(Cl)ccc2Cl)CC1	2%	-0.2	-2%	2%	3%	0.7%	0.0%	-22%	0.5%	50
17	Cc1ccc(C)c(OC(=O)c2cncc(Br)c2)c1	-4%	0.9	-18%	4%	-9%	0.4%	0.5%	-14%	1.0%	80
18	S=C(NCC1CCCO1)N1CCN(c2ccccc2)CC1 (stereo not drawn)	-4%	0.1	-28%	5%	7%	-0.3%	1.8%	-25%	1.1%	59
19	COc1ccccc1CC(=O)Nc1cccc(C)n1	11%	0.4	7%[20 µM]	4%	1%	0.1%	-8.6%	-12%	0.5%	50
20	C=CCn1c(SCCOc2ccc(OC)cc2)nnc1C(C)NC(=O)c1ccc(OC)cc1 (stereo not drawn)	5%	2.2	-22%	6%	29%	0.0%	11%	6%	4.9%	62
21	Cc1cc(C)cc(CC2CC(=O)N(c3ccc([N+](=O)[O-])cc3)C2=O)c1 (stereo not drawn)	-6%	-0.1	-60%[20 µM]	7%	-7%	-0.1%	4.7%	19%	0.4%	75
22	CC1CN(c2nc3ccccc3nc2SCC(=O)Nc2ccc(F)cc2)CC(C)O1 (stereo not drawn)	-5%	2.3	-39%[20 µM]	-3%	-1%	-0.1%	-1.2%	-9%	8.1%	75
23	CC1CCCC(NC(=O)COC(=O)c2cccc(NS(=O)(=O)/C=C/c3ccccc3)c2)C1C (stereo not drawn)	-4%	4.3	-7%	6%	7%	0.2%	-0.3%	4%	2.1%	51
24	CCCCCCC1CC(=O)NC(=S)N1 (stereo not drawn)	-1%	0.9	-5%	7%	5%	-0.5%	-1.7%	-3%	0.3%	35
25	COc1cccc(NC(=O)CSc2ccc3nnc(-c4ccccn4)n3n2)c1	23%	-0.1	3%	8%	23%	-0.1%	-0.4%	-30%	0.1%	72
26	COc1ccc(NS(=O)(=O)c2cccc(-c3n[nH]c(=S)n3Cc3ccccc3)c2)cc1	6%	0.5	-51%	7%	2%	-0.5%	2.4%	-34%	9.9%	40
27	CCOC(=O)C1CCN(C(=O)c2c(-c3c(Cl)cccc3Cl)noc2C)CC1	-5%	0.8	27%	-1%	12%	0.9%	-0.3%	.	0.2%	50
28	Nc1ncnc2nc(SCC(=O)Nc3cccc(C(F)(F)F)c3)[nH]c12	0%	3.7	14%	7%	0%	-0.2%	-2.5%	-5%	-0.1%	45
29	CN1C(=O)c2ccc(NC(=O)c3c(F)c(F)c(F)c(F)c3F)cc2C1=O	0%	1.6	-13%	2%	9%	-0.1%	-1.5%	.	-3.1%	58
30	NC(=O)c1cccc(NC(=O)CCCCC(=O)Nc2cccc(C(N)=O)c2)c1	4%	0.1	-13%	3%	-7%	-0.1%	-0.6%	1%	0.2%	52
31	Cc1cc(OCC(=O)N2CCCC2)cc(C)c1Cl	-3%	0.5	-40%	-3%	-15%	-0.1%	6.0%	21%	-0.1%	48
32	CCOC(=O)C1CCCN(Cc2nc(N)nc(Nc3ccc(OC)cc3)n2)C1 (stereo not drawn)	6%	0.1	-1%	12%	7%	-0.1%	0.2%	3%	0.2%	73
33	Cc1ccc(OCC(=O)Nc2ccc3c(c2)C(=O)NC3=O)c(C)c1	1%	-0.2	14%	7%	8%	0.0%	2.4%	-40%	0.0%	63
34	COc1ccc(N2C(=NC(=O)C3CCCCC3)SC3CS(=O)(=O)CC32)cc1OC (stereo not drawn)	8%	-0.5	-2%	11%	15%	-0.1%	2.6%	-4%	0.2%	68
35	C=CCNC(=S)Nc1ccc(Br)cc1F	8%	-1.3	-5%	5%	6%	0.3%	-5.5%	-14%	0.2%	80
36	O=C(O)CC1S/C(=N/N=C/c2ccc(Br)cc2)N(c2ccccc2)C1=O (stereo not drawn)	-1%	-0.7	-3%	11%	10%	-1.2%	3.1%	-18%	1.4%	82
37	COc1cc(C(=O)Nc2ccccc2N2CCOCC2)ccc1OCc1c(C)noc1C	7%	3.3	-23%	3%	-2%	1.0%	3.8%	-33%	0.4%	63
38	Cc1cc(C(=O)OCC(=O)NCc2ccc3c(c2)OCO3)c2ccccc2n1	-6%	-0.3	8%	0%	-9%	-0.7%	-4.4%	-33%	0.1%	29
39	CCOc1ccccc1C(=O)OCC(=O)NCCNC(=O)COC(=O)c1ccccc1OCC	0%	0.9	-12%	7%	3%	0.0%	-2.9%	-24%	0.7%[50 µM]	53
40	O=C(CSc1nnnn1Cc1ccccc1)Nc1ccccc1	0%	3.6	22%	9%	3%	-1.9%	3.8%	-8%	0.4%	55

Part of the list above with just GPR55 LPI antagonism:
#	SMILES	GPR55 LPI antagonism
35	C=CCNC(=S)Nc1ccc(Br)cc1F	6%
36	O=C(O)CC1S/C(=N/N=C/c2ccc(Br)cc2)N(c2ccccc2)C1=O (stereo not drawn)	10%

Remaining list, next part
#	SMILES	GPR35 arrestin U2OS	NTR1 ag	KOR beta-arrestin-2	Rac1 GTP hydrolysis	GPR55 LPI antagonism	GPR55 beta-arrestin	KOR beta-arrestin-1	NOD1 NF-kB reporter	UTI89 phage lysis	NTR1 ag cell count 20 µM
41	Cc1cccc(NC(=O)c2c(C)nc3ccccn23)c1	0%	-1.4	-35%	-10%	-16%	0.1%	0.8%	-29%	-0.4%	90
42	COc1ccc(CCNC(=S)Nc2ccccc2C)cc1	10%	-1.2	-20%	3%	16%	0.4%	2.1%	.	0.2%	41
43	Cc1cccn2c(=O)c(/C=C3\SC(=S)N(CC(C)C)C3=O)c(NCCCOC(C)C)nc12	19%	2.5	8%	7%	14%	9.1%	1.2%	.	3.6%	66
44	Cc1ccc(N(CC(=O)NCc2ccc(F)cc2)C(=O)c2csnn2)cc1C	-3%	0.5	9%	5%	3%	-0.3%	-2.7%	-11%	0.2%	35
45	Cc1cc(SCc2ccc(Cl)cc2)nc(=O)[nH]1	-2%	1.2	21%	10%	2%	-0.1%	-4.2%	-22%	0.3%	65
46	C[C@H](NC(=O)C1CC(=O)N(c2ccc(F)cc2)C1)C(=O)N1CCCCC1 (stereo partly drawn)	-4%	2.2	-46%	5%	-1%	-0.1%	1.5%	-10%	0.2%	59
47	CC1(C)CC(NC(=O)C(=O)NCCc2ccc(Cl)cc2)CC(C)(C)N1	11%	-0.8	15%	9%	4%	0.3%	-4.8%	-7%	2.3%	33
48	O=C(CSc1n[nH]c(-c2ccncc2)n1)NC1CCS(=O)(=O)C1 (stereo not drawn)	11%	-2.9	-32%	2%	-7%	0.1%	9.1%	25%	-0.5%	88
49	CCn1nc2cc(C(=O)NCc3cc(C(F)(F)F)cc(C(F)(F)F)c3)ccc2c1OC	-2%	3.4	36%	3%	.	-0.1%	-0.4%	31%	3.7%	84
50	CCCCc1nc2ccccc2c(NC(=O)CN(CC)CC)c1CCC	16%	1.9	-4%	24%	16%	-0.1%	9.8%	2%	1.7%	46
51	O=C(Nc1ccc(OCc2ccccc2Cl)cc1)c1cccnc1	0%	2.8	4%	11%	-7%	-0.1%	-2.5%	17%	0.7%	46
52	O=C(Nc1ccccc1NC(=O)c1ccc(F)cc1)c1ccc(F)cc1	14%	0.9	-1%	6%	11%	0.0%	-1.6%	5%	0.0%	85
53	CCCCCOc1ccc(NC(=O)C(=O)NCC2CCCN2CC)cc1 (stereo not drawn)	-5%	3.8	-24%	0%	1%	-0.1%	0.2%	-3%	-0.8%	37
54	Cc1ccsc1C(=O)Nc1ccc(O)c(-c2nc3ccccc3s2)c1	7%	6.6	-37%	3%	-4%	-0.2%	-1.7%	-11%	0.3%	71
55	Cc1cccc(C(C)C)c1NC(=O)c1c(-c2ccccc2)noc1C	-11%	0.1	3%	7%	13%	-0.1%	0.1%	-1%	0.2%[50 µM]	66
